# EBI2 block: blocks human EBI2 receptor beta-arrestin signaling; hit rate 0.81% among 360,000; EBI2 beta-arrestin recruitment, luminescence, 7a,25-OHC stimulated; inhibition, % at 5 µM; in the data active = inhibition above about 38%;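 also: enzyme fragment complementation signal reports receptor beta-arrestin coupling in cells; 0% = agonist plus DMSO wells and 100% = wells without agonist; some results beyond the cut were filed as inactive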
# Target sequence (P32249 whole entry, looked up, the tested form may be a part): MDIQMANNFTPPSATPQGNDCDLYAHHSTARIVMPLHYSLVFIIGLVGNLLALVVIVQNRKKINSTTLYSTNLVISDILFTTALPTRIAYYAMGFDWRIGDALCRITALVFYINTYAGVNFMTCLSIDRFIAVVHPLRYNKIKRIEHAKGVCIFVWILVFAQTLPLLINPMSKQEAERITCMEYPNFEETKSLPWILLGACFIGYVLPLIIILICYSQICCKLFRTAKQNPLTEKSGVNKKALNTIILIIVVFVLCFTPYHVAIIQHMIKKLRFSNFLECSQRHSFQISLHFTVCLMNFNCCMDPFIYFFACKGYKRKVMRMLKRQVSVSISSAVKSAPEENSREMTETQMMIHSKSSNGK
# CCR6 antagonist: antagonists of human CCR6 receptor; CHO-K1 CCR6 PathHunter beta-arrestin, luminescence, CCL20-stimulated; AID 493098; inhibition, % at 20 µM; hit rate 0.49% among 340,000; P51684;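 active = compounds whose inhibition of the agonist-driven luminescence signal at 20 µM reaches about 50%, limit read from the data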;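 also: cells stimulated with CCL20 at 14 nM final; plate controls were DMSO with CCL20 for no effect and DMSO without agonist for full effect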
# Target sequence (P51684 whole entry, looked up): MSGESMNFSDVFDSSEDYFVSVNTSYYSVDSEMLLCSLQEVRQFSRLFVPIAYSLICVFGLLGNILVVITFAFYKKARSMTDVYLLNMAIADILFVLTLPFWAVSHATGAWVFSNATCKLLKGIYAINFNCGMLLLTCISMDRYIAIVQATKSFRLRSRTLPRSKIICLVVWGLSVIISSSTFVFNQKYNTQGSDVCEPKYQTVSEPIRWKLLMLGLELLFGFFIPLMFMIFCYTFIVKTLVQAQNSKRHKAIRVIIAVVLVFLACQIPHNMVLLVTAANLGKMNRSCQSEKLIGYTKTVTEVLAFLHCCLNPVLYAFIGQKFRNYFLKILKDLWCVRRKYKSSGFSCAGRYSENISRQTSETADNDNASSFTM
# APJ agonist: agonists of human APJ apelin receptor; P35414; CHO-K1 APJ PathHunter beta-arrestin, luminescence; 0% DMSO wells, 100% apelin; activation, % at 20 µM; hit rate 0.11% among 330,000;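 active = activation more than six SD over the plate average, tested at 20 µM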;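 also: 0% = DMSO alone and 100% = apelin-13 at 10 nM; some results filed as inactive read as strong as hits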
#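 Assay system – PathHunter CHO-K1 APJ (AGTRL-1) beta-arrestin reporter cells · Compound – one dose, 20 µM compound, 1% DMSO · Timing – compound 90 min 25 °C, reagent 1 h · Measured by – luminescence from split beta-galactosidase complementation, Galacton Star/Emerald II substrate · Measure – beta-arrestin recruitment to APJ as agonist activity, luminescent signal · Benchmarks – DMSO vs Apelin-13 10 nM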
# UPR CHOP act: activators of apoptotic arm of unfolded protein response (CHOP); CHO-CHOP luciferase reporter, UPR activation, luminescence; percent of tunicamycin response over DMSO baseline; activation, % at 10 µM; hit rate 0.34% among 330,000; AID 449763;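 active = at 10 µM dose, activation of 40% or more, normalized to positive control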;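 also: 100% = tunicamycin at 10 µg/mL and 0% = DMSO alone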
#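 System: CHO CHOP reporter cells. Amount: 500 cells per well. Buffer or medium: F12 medium, 10% FBS. Compound dosing: one dose, 10 µM in 0.5% DMSO. Incubation: 6 h compound exposure at 37 °C after overnight seeding. Technique: Steady-Glo luciferase luminescence. Benchmarks: tunicamycin and DMSO controls.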
# Mdm2-MdmX inh: human Mdm2/MdmX binding inhibition; O15151+Q00987; SaOS-2 split-luciferase Mdm2/MdmX complementation, luminescence; inhibition, % at 8 µM; hit rate 3% among 330,000; AID 485346;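 active = inhibition of at least 50% at 8 µM in the primary screen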
# CXCR6 block: CXCR6 (human) receptor inhibition. hit rate 0.36% among 360,000. AID 602244. CHO-K1 PathHunter CXCR6 beta-arrestin, luminescence. inhibition, % at 20 µM. O00574; in the data active = inhibition above about 34%, passing the limit was not always enough;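 also: antagonist mode with CXCL16 agonist at 10 nM final; 0% = 10 nM CXCL16 with DMSO and 100% = unstimulated wells without agonist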
# Target sequence (O00574 whole entry, looked up): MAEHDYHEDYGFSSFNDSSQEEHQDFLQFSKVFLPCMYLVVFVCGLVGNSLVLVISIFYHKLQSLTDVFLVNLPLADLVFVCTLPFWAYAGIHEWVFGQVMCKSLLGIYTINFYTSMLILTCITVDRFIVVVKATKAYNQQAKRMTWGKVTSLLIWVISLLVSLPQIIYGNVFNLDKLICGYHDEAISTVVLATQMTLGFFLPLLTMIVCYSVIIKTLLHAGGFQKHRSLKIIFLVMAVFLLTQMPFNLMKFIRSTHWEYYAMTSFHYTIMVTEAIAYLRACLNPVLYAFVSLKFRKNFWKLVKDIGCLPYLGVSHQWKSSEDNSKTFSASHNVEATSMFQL
# APJ antag: blocks the human apelin receptor APJ; AID 2521; inhibition, % at 20 µM; hit rate 0.32% among 330,000; CHO-K1 APJ beta-arrestin complementation, luminescence; P35414;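 active = inhibition above about 40% at 20 µM, limit read from the data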;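 also: cells challenged with 10 nM apelin-13 agonist together with compound; plate controls were apelin-13 plus DMSO wells for no effect and DMSO wells lacking apelin-13 for full effect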
# XBP1 UPR activ: activators of adaptive arm of unfolded protein response (XBP1); AID 463104; hit rate 0.33% among 330,000; CHO-XBP1 luciferase reporter, IRE1-XBP1 UPR activation, luminescence; percent of tunicamycin response, DMSO as zero; activation, % at 20 µM;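 active = versus positive control, 20 µM dose yields 30% or more activation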;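 also: 100% = tunicamycin at 10 µg/mL and 0% = DMSO only wells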
#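 Material: CHO-XBP1 cells stably carrying IRE1-XBP1-driven luciferase reporter | Medium: F12 with 10% serum | Compound dosing: 20 µM single concentration, DMSO 1% | Incubation: Overnight seeding at 37 °C, 6 h compound treatment at 37 °C | Detection: Steady-Glo luminescence read | Read-out basis: % activation of reporter signal versus tunicamycin and DMSO controls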
# tim23-1 inh: growth inhibitors of tim23-1 mutant yeast | S. cerevisiae tim23-1 growth, BacTiter-Glo luminescence, 24 h | inhibition, % at 20 µM | hit rate 1.3% among 330,000;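 active = growth inhibition of the mutant yeast at or above 50%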;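 also: temperature-sensitive mutant grown at 25 °C; plate controls were DMSO-treated mutant yeast for no effect and medium wells lacking yeast for full effect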
# Active calls of the source: *; . = not tested or not shown. This is a subset; the hit share may differ from the screen's.
molecule,Mdm2-MdmX inh,CCR6 antagonist,UPR CHOP act,APJ antag,EBI2 block,XBP1 UPR activ,CXCR6 block,APJ agonist,tim23-1 inh
COc1ccc(-c2csc(NC(=O)C(CC(=O)O)N3CCOCC3)n2)cc1 (stereo not given),4,-1,-0.5,5,3,-1,4,-3,11
COC(=O)c1[nH]c2ccccc2c1CN1CCOCC1,32,9,-1.1,2,1,-3,-9,0,-4
O=C(CN1C(=O)c2cccc([N+](=O)[O-])c2C1=O)OCC(=O)N1CCCCC1,11,7,0.7,15,-5,-4,8,3,-3
COc1cc(OC)cc(-c2nc3nc(C)c(CCC(=O)NCC(OC)OC)c(C)n3n2)c1,-1,1,3.9,-3,6,1,-5,-1,4
CCSc1nc(N)c(C#N)c(-c2ccco2)c1C#N,10,12,1.0,22,10,6,-1,0,22
Nc1nnc(SCC(=O)NN2C(=O)NC3(CCCCC3)C2=O)s1,-22,8,0.9,-5,-3,-2,-3,-2,13
CC(NC(=O)C(C)N1CCN(Cc2ccccc2)CC1)c1ccccc1 (stereo not given),0,16,1.3,6,-3,-2,1,-3,-8
O=C(COc1ccc2c(c1)oc(=O)c1ccccc12)NCCN1CCOCC1,-18,0,0.4,11,-3,1,7,-1,2
Cc1ccc(CN2CCN(/N=C/C(Br)=C\c3ccccc3)CC2)cc1,21,8,-0.7,4,8,0,-5,-4,24
O=C(CC1C(=O)NCCN1Cc1ccc(-c2ccccc2)cc1)NCc1ccncc1 (stereo not given),8,5,0.6,1,6,1,-5,-3,18
Cc1cc(C)n2nc(C(=O)NCc3ccco3)cc2n1,4,-13,0.3,12,2,-2,-14,-1,6
CNCC(=O)N1CCN(c2ncc(C(F)(F)F)cc2Cl)CC1,17,-4,0.6,-2,0,0,3,-1,0
O=C(N/N=C/c1ccc(F)cc1)c1ccccc1,-22,7,2.1,-18,-11,-2,5,-3,-7
CCC1=C2CC[C@H]3C(=O)NC(=O)[C@H]3[C@H]2[C@@]2(Cc3ccccc3)C(=NCC(=O)OC)OC(=O)N2C1=O,7,6,1.7,-5,-3,-4,7,-3,-3
O=C(CN1CCOCC1)N/N=C/c1ccc(C(=O)O)cc1,7,7,0.9,5,-14,-1,6,-3,2
O=C(N[C@@H](Cc1ccccc1)C(=O)OCc1ccccc1)c1nc[nH]c1C(=O)NC(c1ccccc1)c1ccccc1,25,-2,4.4,-58,-24,-4,-4,-5,-1
OCc1ccccc1N=c1ssnc1Cl,-11,.,2.8,13,.,-1,.,2,7
CCOc1ccccc1NC(=O)Cn1nnc(C(=O)Nc2ccc(C)cc2)c1N,-15,4,0.2,7,3,-1,8,-2,0
CCOC(=O)Cn1c2c(c(-c3ccccc3OC)cc1=O)CCCC2,-14,19,1.3,-16,1,-4,5,-6,20
O=C(Cc1cccc(C(F)(F)F)c1)Nc1ccccc1N1CCCC1,12,20,2.1,6,12,-6,-13,3,22
Cc1cc(NC(=O)CCC(=O)N(Cc2ccco2)C(C(=O)NC2CCCC2)c2ccccc2C)no1 (stereo not given),20,11,-0.8,1,1,1,-2,-6,1
CCOc1ccc(OCC(=O)N(CCC2=CCCCC2)c2c(N)n(Cc3ccccc3)c(=O)[nH]c2=O)cc1,68*,.,1.8,3,0,31*,2,10,10
O=C(CSc1n[nH]c(-c2ccncc2)n1)c1ccccc1,13,-10,2.2,-7,0,-1,-5,-2,12
CC1CN(C(=O)Cn2c(=O)oc3ccccc32)CC(C)O1 (stereo not given),17,6,0.0,-1,3,2,7,-2,-10
Clc1ccccc1/C=N/NC1=Nc2cccc3cccc1c23,27,23,7.6,-5,27,15,2,-3,-15

# Molecules above with a CF3 group, in the order listed:
molecule,Mdm2-MdmX inh,CCR6 antagonist,UPR CHOP act,APJ antag,EBI2 block,XBP1 UPR activ,CXCR6 block,APJ agonist,tim23-1 inh
CNCC(=O)N1CCN(c2ncc(C(F)(F)F)cc2Cl)CC1,17,-4,0.6,-2,0,0,3,-1,0
O=C(Cc1cccc(C(F)(F)F)c1)Nc1ccccc1N1CCCC1,12,20,2.1,6,12,-6,-13,3,22

# Next section
molecule,Mdm2-MdmX inh,CCR6 antagonist,UPR CHOP act,APJ antag,EBI2 block,XBP1 UPR activ,CXCR6 block,APJ agonist,tim23-1 inh
CNc1nc(C)c(C(=O)OCC(=O)OC)s1,2,9,1.9,-1,-2,-2,-4,-1,5
CC(C)(C)NC(=O)c1sccc1C(=O)O,-3,-2,-0.6,-14,0,-1,-2,2,23
Cn1cccc1C(=O)NCC(c1ccco1)N1CCCCC1 (stereo not given),21,-5,1.3,15,0,2,5,-7,-1
CC(C)Oc1cc(O)c2c(=O)c(-c3ccc(O)cc3)coc2c1,-134,16,7.7,1,9,6,-3,-2,57*
CC[C@@H](C)C(C(=O)N1CCN(C(=O)OC(C)(C)C)CC1)n1cc(-c2cn([C@@H](C)C(=O)N3CCN(C(=O)OC(C)(C)C)CC3)nn2)nn1 (stereo not given in full),23,18,3.2,21,-16,-6,-2,-4,13
O=C(Nc1ccccn1)c1ccc(Cl)c([N+](=O)[O-])c1,6,9,4.9,-21,-5,-2,-1,6,13
COc1ccc(-c2cc(C(F)(F)F)n3nc(C(=O)N4CCOCC4)c(Cl)c3n2)cc1,-3,-2,0.8,-18,4,2,3,-4,30
O=C(OCC(=O)N1CCc2ccccc21)[C@@H]1CC(O)CN1S(=O)(=O)c1ccc(Cl)cc1 (stereo not given in full),34,1,1.9,-6,0,-3,-2,-1,7
COC(=O)c1[nH]c2cccc(OC)c2c1NC(=O)CCN1CC(C)CC(C)C1 (stereo not given),11,-9,-2.9,2,-7,-7,-1,-2,5
O=C1CC(NS(=O)(=O)c2cc(F)ccc2F)CN1c1ccc2c(c1)OCCO2 (stereo not given),-18,7,0.0,-49,5,-2,7,1,8
Cc1ccc(C)c(NC(=O)c2cc(-c3ccccc3O)n[nH]2)c1,-22,9,3.7,-5,35,0,-8,0,11
N#Cc1ccccc1NC(=S)NC(=O)c1cccs1,2,5,3.0,17,-9,1,0,-8,3
O=C(CC(c1ccccc1)c1ccccc1)NCC(O)c1ccc([N+](=O)[O-])cc1 (stereo not given),0,16,-0.6,-4,68*,-7,0,2,16
COCCCNC(=S)NNC(=O)c1cccnc1,11,-12,-1.6,5,-3,-2,9,-2,12
COC(=O)C1CCN(C(=O)Cn2nnc(-c3cccc(F)c3)n2)CC1,-3,5,2.6,0,-6,-4,-6,0,-15
COc1cc(NC(=O)COc2cc(C)cc3oc(=O)c(C)c(C)c23)cc(OC)c1OC,40,-5,5.2,-2,3,2,8,10,5
Cc1ccc(Nc2ncnc3c2cnn3C)c(C)c1,13,1,0.5,2,11,0,-2,-1,21
COc1cccc(NC(=O)Nc2nnc(-c3ccccc3SCc3ccccc3)s2)c1,53*,-18,4.1,-32,-7,4,-6,6,23
O=C(NC(=S)Nc1ccccc1Br)c1cccnc1,6,26,0.0,15,-12,4,2,-3,25
CN(C(=O)COC(=O)COc1ccc2c(c1)CCC2)c1c(N)n(Cc2ccccc2)c(=O)[nH]c1=O,7,5,-1.0,-3,-22,-5,-3,-1,13
Cc1ccn2c(CNCC3OCCc4ccccc43)c(C(=O)N3CCCCCC3)nc2c1 (stereo not given),14,14,1.1,4,-4,1,3,0,18
O=C(Nc1nccs1)c1cccc2ccccc12,9,2,0.4,-16,5,-4,-6,2,18
CC[C@H]1CC2CN3CCc4c([nH]c5c([C@H]6C[C@H]7[C@H](CC)CN(C)[C@@H](Cc8c6[nH]c6ccccc86)[C@H]7C(=O)OC)c(OC)ccc45)C(C(=O)OC)(C2)C13,93*,.,8.8,-33,.,21,.,-4,-26
CCN(CC(=O)Nc1ccccc1OC)C(=O)c1ccc(N(C)S(=O)(=O)c2ccc(C)cc2)cc1,20,6,-1.1,12,13,-5,-13,0,1
CC(=O)[C@H]1CC[C@H]2[C@@H]3CCC4=CC(=O)CC[C@]4(C)[C@H]3[C@H](O)C[C@]12C,5,0,0.3,2,-6,-4,-1,2,7

# Remaining list, next part:
molecule,Mdm2-MdmX inh,CCR6 antagonist,UPR CHOP act,APJ antag,EBI2 block,XBP1 UPR activ,CXCR6 block,APJ agonist,tim23-1 inh
O=C(CCC(=O)N1CCc2ccccc21)Nc1ccccc1,-24,5,-0.7,15,-2,3,-3,5,6
C=C(C)CC(c1ccccc1)N(C(C)=O)c1ccco1 (stereo not given),4,11,0.2,11,0,-1,-7,1,7
Cc1ccc(S(=O)(=O)N/N=C/c2cccc([N+](=O)[O-])c2)cc1,17,37,-0.7,51*,-9,-2,9,-9,22
COc1ccc(/C=C/C(=O)c2sc(-c3ccccc3)nc2C)cc1,13,14,-0.9,1,30,-4,1,0,22
CCN(CC)C(=O)CSC1=Nc2ccccc2C2=NC(c3ccccc3)C(=O)N12 (stereo not given),-2,24,1.3,15,-9,0,24,-8,9
COc1ccc(Nc2nc(N)nc(CSc3nc(C)cc(C)n3)n2)cc1,-19,2,1.6,3,-8,6,-3,-3,20
CN(C)S(=O)(=O)c1ccc(Cl)c(NC(=O)COC(=O)/C=C/c2ccc3ccccc3n2)c1,-20,11,1.5,6,-13,-1,1,-5,15
Cc1nc(Cl)c(Cl)n1CCOc1ccccc1,1,21,-0.4,10,2,2,7,-3,10
CC(C)CCOP(=O)(c1ccc(N(C)C)cc1)C(O)c1ccccc1 (stereo not given),-2,4,1.1,-2,-9,-3,-4,-3,34
CC1CCN(C(=O)COC(=O)[C@H](C)NS(=O)(=O)/C=C/c2ccccc2)CC1,8,-6,0.5,-6,2,-1,0,-1,-5
Cc1ccc(-c2cc(C(=O)Nc3ccncc3)c3ccccc3n2)cc1,6,-36,0.2,-24,-41,0,-6,31*,-2
Clc1ccc(-c2cc3ccccc3[nH]2)cc1,-54,-1,2.3,-19,-9,3,-14,16,36
O=C(CON=C1c2ccccc2-c2ccccc21)NC12CC3CC(CC(C3)C1)C2,26,5,-0.2,8,11,4,3,0,18
CN(C)S(=O)(=O)c1cccc(-c2nnc(SCC(=O)NCCCCCC(=O)O)n2-c2ccc(F)cc2)c1,24,0,0.8,-1,7,4,0,-2,2
CCOC(=O)C1CCN(C(=O)Nc2cc(Cl)cc(Cl)c2)CC1,4,-12,1.0,-10,-2,-2,0,0,29
C[n+]1c2n(c3ccccc31)N=C(c1ccc(Br)cc1)CS2,43,12,1.6,24,28,0,8,-7,27
C=CCCC(=O)N1CCCC(Cc2cccc(Cl)c2)(C(=O)OCC)C1 (stereo not given),7,9,4.2,-21,4,0,4,-3,24

# High-throughput results from PubChem BioAssay.
